# Coupling enz: counter-screen for Giardia aldolase inhibitors: coupling enzyme system; coupling enzyme system counterscreen, AmpLite Red fluorescence; activity change, negative = inhibition, % at 58.2 µM, hits read low; 290,000 tested, 0.67% active; in the data active = activity change below about -30%; note: % is set by controls: 0 for no effect and ±100 for the full control effect
#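 Fluorescence at 525 nm excitation and 598 nm emission measured inhibition of the coupled detection system without aldolase. Compounds (at 57.5 uM final) were preincubated 10 min at room temperature with coupling enzyme reagent before a 20 min substrate/AmpLite Red step.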
# MBNL1 CUG block: MBNL1-poly(CUG) RNA binding inhibition; 280,000 tested, 0.036% active; AID 2675; Potency, µM (highest dose often 57.5 µM), for inactives: at the top dose activity change, negative = inhibition, most hits filed as inhibitors; TR-FRET MBNL1-His/biotin-(CUG)12 binding, 665/545 ratio; Q9NR56; active = well fitted inhibition curve with a large enough effect in the signal ratio, with a control signal flat, not every such curve was filed as active; inconclusive = small, poorly fitted or top-dose-only effect, or effect the other way, or a change in a side signal; inactive = no such curve, though single readings can be large or run the other way; the % refers to the signal ratio; note: potency is the fitted concentration of half-maximal effect; % is set by controls: 0 for no effect and ±100 for the full control effect
#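 Compounds (final 92 nM to 58 uM) are added to His-tagged MBNL1 and biotin-(CUG)12, then terbium anti-His antibody and streptavidin-XL665 (5 nM final). After 60 min at room temperature, the 665/545 nm ratio is read.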
# TRPV1 ag: human TRPV1 agonism. TRPV1-expressing cells, Fluo-8 calcium influx, agonist mode. activation, % at 8.33 µM. 320,000 tested, 0.19% active; in the data active = activation above about 80%; inconclusive = between about 30% and that limit; note: 0% is about no effect
#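 Cells expressing TRPV1 were dye-loaded with Fluo-8 and read kinetically: 10 s baseline, 3 min after compound (agonist portion), then 2 min after EC20 capsaicin (allosteric enhancer portion). Calcium-bound dye fluorescence at 480/520 nm.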
# GALK inh: blocks human galactokinase activity; P51570; AID 1868; Potency, µM (titrated, usually from 57.5 µM), for inactives: at the top dose activity change, negative = inhibition, actives largely listed as inhibitors; Purified GALK, Kinase-Glo residual ATP luminescence; 270,000 tested, 0.007% active; note: potency is the fitted concentration of half-maximal effect; % is set by controls: 0 for no effect and ±100 for the full control effect
# Target sequence (P51570 whole entry, looked up): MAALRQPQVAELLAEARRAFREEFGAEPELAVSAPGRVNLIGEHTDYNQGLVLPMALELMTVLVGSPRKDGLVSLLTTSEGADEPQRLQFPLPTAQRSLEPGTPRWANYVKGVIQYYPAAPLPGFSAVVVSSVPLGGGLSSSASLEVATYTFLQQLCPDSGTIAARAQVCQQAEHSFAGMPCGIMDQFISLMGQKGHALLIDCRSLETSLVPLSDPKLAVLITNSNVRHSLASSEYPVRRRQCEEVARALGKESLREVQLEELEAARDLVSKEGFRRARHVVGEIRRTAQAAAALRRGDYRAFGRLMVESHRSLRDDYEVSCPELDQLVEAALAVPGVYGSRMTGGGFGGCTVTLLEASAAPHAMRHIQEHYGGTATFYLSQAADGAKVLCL
#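 The enzyme phosphorylates galactose (100 uM) using ATP (35 uM); inhibition is detected as higher residual ATP, quantified by bioluminescence after 1 h reaction at room temperature, pH 8.0.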
# KCNH2 3.1 inh: blocks the human KCNH2 3.1 channel isoform | U2OS KCNH2 3.1, thallium flux FluxOr; active compounds read low | activity change, % (tested at about 1.8 µM) | 340,000 tested, 0.95% active;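 active = maximum activity change below -70%; inconclusive = maximum activity change from -70% to -50%; inactive = maximum activity change above -50%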;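 note: thallium influx rate constant from kinetic fluorescence after stimulation buffer; % is set by controls: 0 for no effect and ±100 for the full control effect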
#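 Measured as rate of thallium-driven FluxOr signal in transduced U2OS cells carrying the 3.1 channel, read kinetically for 2 min upon stimulation; values are rate constants scaled to DMSO control wells.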
# A-T KAP1 phos: potential ataxia-telangiectasia treatments restoring KAP-1 phosphorylation; […] A-T fibroblasts, KAP-1 phosphorylation AlphaLISA; neocarzinostatin DNA damage 30 min before lysis; Potency, µM (top dose mostly 57.5 µM), inactives show top-dose activation, most hits filed as activators; 320,000 tested, 0.19% active; AID 485349; note: potency is the fitted concentration of half-maximal effect; % of control where 0% means no effect; nearly all actives have a fitted effect of over 45% in size
#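 hTERT-immortalized A-T patient fibroblasts ([…]), 500 cells/well in OPTI-MEM, 1% FBS, got compounds for 60 min, then NCS for 30 min at 37C. Lysates were then assayed for phospho-KAP-1 by AlphaLISA (anti-pKAP1 donor, anti-KAP1 acceptor beads), 6 hr at 25C.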
# ASM inhibitor: inhibitors of human secretory acid sphingomyelinase; P17405; placental ASM, HMU-PC fluorogenic substrate, 60 min; Potency, µM (top dose mostly 57.5 µM), for inactives: at the top dose activity change, negative = inhibition, most hits filed as inhibitors; 340,000 tested, 0.006% active; note: potency is the fitted concentration of half-maximal effect
# Target sequence (P17405 47-631 limits assumed): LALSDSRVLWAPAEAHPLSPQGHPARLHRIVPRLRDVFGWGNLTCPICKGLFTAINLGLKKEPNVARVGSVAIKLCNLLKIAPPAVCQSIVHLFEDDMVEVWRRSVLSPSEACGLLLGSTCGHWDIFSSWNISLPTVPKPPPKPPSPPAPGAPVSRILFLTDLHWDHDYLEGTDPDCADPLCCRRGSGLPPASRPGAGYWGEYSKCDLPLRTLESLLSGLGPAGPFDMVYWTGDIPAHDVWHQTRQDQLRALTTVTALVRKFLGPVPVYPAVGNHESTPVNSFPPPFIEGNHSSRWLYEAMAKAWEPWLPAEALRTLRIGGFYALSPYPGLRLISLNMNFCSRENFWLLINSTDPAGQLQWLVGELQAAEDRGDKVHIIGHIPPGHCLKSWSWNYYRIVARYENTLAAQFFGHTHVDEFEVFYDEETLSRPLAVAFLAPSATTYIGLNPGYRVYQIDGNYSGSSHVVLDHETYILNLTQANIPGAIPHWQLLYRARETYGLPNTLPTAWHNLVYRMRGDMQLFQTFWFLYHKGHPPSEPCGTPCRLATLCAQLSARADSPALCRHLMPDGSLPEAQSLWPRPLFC
#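 Fluorescence read-out (Ex 386 nm, Em 447 nm) after stopping the reaction at pH 10. Enzyme: ASM from human placenta; substrate HMU-PC0, 9 uM final; 60 min, 37 °C. Compound preincubation 10 min, ambient temperature.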
# hERG WT inh: inhibitors of human wildtype KCNH2 potassium channel; U2OS, BacMam KCNH2, thallium flux FluxOr; active compounds read low; activity change, % at 1.84 µM; 340,000 tested, 0.37% active; AID 720551;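 active = maximum activity change below -70%; inconclusive = maximum activity change between -70% and -50%; inactive = maximum activity change above -50%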; note: % is set by controls: 0 for no effect and ±100 for the full control effect
#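 U2OS cells transduced with wild-type KCNH2 virus are loaded with FluxOr dye for 45 min, and thallium flux is measured in kinetic reads before and after stimulation buffer. Rate constants are normalized to DMSO controls.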
# CXXC DNA block: inhibitors of human MLL CXXC domain-DNA interaction | MLL-CXXC / FITC-HOXA9 DNA fluorescence polarization | Potency, µM (titrated, usually from 115 µM), for inactives: at the highest dose activity change, negative = inhibition, hits mostly inhibitors | 290,000 tested, 0.037% active | AID 2662; active = well fitted inhibition curve with a large enough effect in the polarisation, with a control signal flat, not every such curve was filed as active; inconclusive = small, poorly fitted or top-dose-only effect, or effect the other way, or a change in a side signal; inactive = no such curve, though single readings can be large or run the other way; the % refers to the polarisation; note: potency is the fitted concentration of half-maximal effect
#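 Purified MLL-CXXC (added from a 7 uM solution) was preincubated 5 min at ambient with pinned compounds in 50 mM Tris-HCl pH 7.5, 50 mM NaCl, 1 mM DTT, 0.05% BSA. Fluorescein-labeled HOX-A9 DNA (50 nM solution) followed, 30 min, then polarization read.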
# Integrin act MD: activates integrin-mediated alleviation for muscular dystrophy; alpha7betagal myoblasts, beta-gal FDG fluorescence, 48 h; Potency, µM (top dose mostly 38.3 µM), inactives show at the top dose activation, usual class: activators; 350,000 tested, 0.064% active; AID 624291;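 note: potency is the fitted concentration of half-maximal effect; 100% = response of the positive control SU9516; nearly all actives have a fitted effect of over 60% in size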
#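 Alpha7betagal+/- myoblasts (passage 13) were plated 16-24 hr, then exposed to compounds (1:260 dilution of DMSO stock) for 48 hours at 37C. After MPER lysis, β-galactosidase reporter activity was read as FDG fluorescence (ex 480/em 540) after 30 minutes.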
# * = called active by the depositor; u = inconclusive; x = no result given; [ ] = remark or other dose. Unless noted, calls come from the whole dose curve; as a rule, active = well fitted curve in the direction sought with a large enough effect; inconclusive = small, poorly fitted or top-dose-only effect, or another doubt; inactive = no such curve, though single readings can be large; an effect the other way counts as inactive or inconclusive.
SMILES,Coupling enz,MBNL1 CUG block,TRPV1 ag,GALK inh,KCNH2 3.1 inh,A-T KAP1 phos,ASM inhibitor,hERG WT inh,CXXC DNA block,Integrin act MD
COc1ccc(CCNC(=O)C(=O)Nc2ccc3nc4n(c(=O)c3c2)CCCCC4)cc1OC,-6,6%,-2,4%,16,1%,-3%,5,-7%,27%
Fc1ccc(CN2CCC(Cc3ccccc3)CC2)cc1F,-3,-3%,0,-2%,2,20%,-1%,27,9%,26%
Cc1ccc(C)c2[nH]c(=O)c(CCNC(=O)c3ccco3)cc12,-2,-5%,-1,-2%,9,7%,5%,-4,-6%,14%
O=C(CN(C(=O)CNC(=O)c1ccco1)c1ccc(F)cc1)NC1CCCCC1,-4,3%,3,-2%,2,-2%,5%,1,-4%,12%
COc1cc(OC)cc(-c2cc(N)n(S(=O)(=O)Cc3ccccc3)n2)c1,-5,3%,1,2%,-2,-8%,-1%,-7,1%,-24%
CC(=O)N1c2ccc(S(=O)(=O)N(C)Cc3ccccc3)cc2CC1C (stereo not given),x,-1%,1,-2%,6,7%,-3%,8,-8%,1%
C=CCn1cnc2c(nnn2-c2ccc(Cl)cc2)c1=O,2,-5%,2,0%,1,-1%,1%,-3,8%,5%
O=C(c1ccco1)c1nnn(Cc2ccccc2)c1-c1ccccc1,6,13%,18,3%,-2,x,-2%,-12,0%,22%
O=C(Nc1ccno1)Nc1ccc(Cl)cc1Cl,-2,x,x,-7%,-10,-2%,0%,-6,-1%,-9%
O=C(NCCS(=O)(=O)NC1CCCC1)c1ccc(F)cc1,x,x,3,x,32,9%,-2%,-6,x,6%
COc1ccc(C)cc1NC(=O)CN(C)S(=O)(=O)c1cnc[nH]1,3,1%,2,-4%,2,1%,4%,-8,2%,19%
O=C(CSc1ccc(-c2cccs2)nn1)N1CCCCCC1,4,42%[activator],12,0%,-8,2%,-2%,7,2%,-6%
C/C=C(\C)CN1CCN(c2cccc(C)c2C)CC1,8,-2%,12,-1%,0,4%,6%,-10,1%,22%
COc1ccc(NC(=S)N2CCN(CCN=CC3=C(O)CC(c4ccccc4)CC3=O)CC2)cc1 (stereo not given),1,x,-1,2%,3,-3%,3%,4,1%,1%
O=C(CCCOc1ccc(Cl)cc1)Nc1nncs1,6,12%,-1,1%,11,-7%,-1%,6,-1%,-8%
CN(C(=O)C1CCC1C(=O)O)c1nc(-c2ccc(Cl)s2)cs1 (stereo not given),13,-3%,-3,x,-2,3%,1%,25,-8%,2%
COc1ccccc1N1CCN(S(=O)(=O)CCNC(=O)C2CCCC2)CC1,x,x,-1,x,1,-5%,0%,-1,x,32%
O=C(c1cccs1)N1CCN(Cc2ccccc2)CC1,1,-11%,13,2%,2,7%,3%,-8,5%,2%
Cc1cccc(C)c1NC(=O)COn1nnc2ccc(C(F)(F)F)cc21,0,-7%,5,2%,-1,9%,-1%,-9,15%,14%
Cc1ccc(S(=O)(=O)/N=C(\c2ccccc2)N(C)S(=O)(=O)c2ccc(C)cc2)cc1,-17,0%,0,1%,-18,2%,-2%,-1,4%,15%
O=C(Nc1ccn(Cc2ccccc2)n1)c1ccc2c(c1)OCO2,2,2%,u,-4%,-81*,-6%,4%,-6,21%,23%
O=C(NCCCCNC(=O)c1cccnc1)c1cccnc1,-2,-2%,-1,3%,1,16%,3%,0,-2%,-8%
COc1cc(OC)c(C(=O)Nc2cccc(C(C)=O)c2)cc1OC,1,-1%,-2,4%,-14,x,0%,14,0%,-2%
CCOc1ccc(NC(=S)N2CCN(S(=O)(=O)c3ccccc3)CC2)cc1,x,0%,12,-8%,x,13%,-2%,13,-2%,22%
Cc1ccccc1OCC(=O)Nc1ccc2c(c1)COC2=O,0,3%,17,-1%,-8,0%,-4%,-2,-10%,19%

# The list goes on.
SMILES,Coupling enz,MBNL1 CUG block,TRPV1 ag,GALK inh,KCNH2 3.1 inh,A-T KAP1 phos,ASM inhibitor,hERG WT inh,CXXC DNA block,Integrin act MD
Cc1c(Cl)cccc1NC(=S)N/N=C/c1ccccc1Cl,2,-6%,6,4%,0,-6%,0%,-3,-3%,16%
Nc1c(C(=O)Nc2ccc3c(c2)OCCO3)nnn1Cc1ccc(Cl)cc1,x,x,17,x,-12,0%,2%,18,x,11%
CN(CC(=O)NCc1ccncc1)S(=O)(=O)c1ccc(Cl)cc1,1,-1%,14,-1%,0,-2%,7%,7,-2%,-8%
CCOC(=O)[C@@H]1[C@H]2COc3ccc(Br)cc3[C@@H]2N2C(=O)N(c3ccccc3)C(=O)[C@@]12C,0,-19%,3,x,12,9%,-6%,2,14%,20%
CCOc1cc(NC(=S)NC)c(OCC)cc1NC(=O)c1ccc(OC)cc1,-7,-2%,7,0%,1,-3%[11.5 µM],-1%,7,9%,16%
Cn1c(N)c(C(=O)COC(=O)CNC(=O)c2ccccc2)c(=O)n(C)c1=O,x,x,x,x,-2,3%,3%,-1,x,16%
C/C(=N/NC(=O)c1ccco1)c1ccc(NC(=O)c2ccc(F)cc2)cc1,-1,-7%[11.5 µM],23,x,-3,-1%,1%,-2,-4%,14%
COc1ccc(/C=N\NC(=O)c2ccccc2)cc1COc1ccc(F)cc1,2,u,u,-6%,-6,-6%,-8%,18,1%,3%
COc1ccc(C2(CNC(=O)C(c3ccccc3)c3ccccc3)CCOCC2)cc1OC,3,-1%,1,-4%,0,0%,1%,-15,-1%,-14%
Oc1ccccc1C=NC(c1ccccc1)C(O)c1ccccc1 (stereo not given),1,0%,6,0%,5,12%,1%,4,-4%,-22%
Cc1c(C)c2cc(Cl)c(OCC(=O)N3CCN(c4ccc(F)cc4)CC3)cc2oc1=O,x,4%,1,-1%,5,5%,-4%,1,3%,9%
COC(=O)CSc1nnc(CNC(=O)c2ccc(OC)c(OC)c2)n1C,-1,-10%,-3,10%,-10,2%,-1%,0,-1%,14%
O=C(c1cc(COc2ccc3ncccc3c2)on1)N1CCC[C@H]1CO,2,-20%,5,-3%,3,-2%,-5%,0,3%,-15%
CCCNc1nc2c(c(=O)n(C)c(=O)n2C)n1CCC(C)C,2,6%,4,8%,10,9%,0%,-4,5%,3%
O=C(NC1CCCC1)c1ccc(CS(=O)(=O)Cc2ccccc2Cl)o1,-2,6%,2,-2%,12,-3%,3%,-7,-2%,-2%
CC1CCCC(C)N1C(=O)c1cc(-c2ccco2)on1 (stereo not given),-1,3%,2,0%,6,3%,-4%,-8,1%,-1%
CC(C)c1csc(CN2CCCC(CNC(=O)c3cccc4ccccc34)C2)n1 (stereo not given),x,7%,4,5%,15,9%,-1%,2,6%,0%
O=C1C=C(c2ccc(F)nc2)C[C@@H](c2ccc3c(c2)OCO3)C1,x,x,u,x,-12,2%,1%,-14,x,-23%
Cc1cc(C(=O)N2CCc3ccccc3C2)n[nH]1,1,0%,1,-8%,18,0%,0%,-7,3%,-7%
Cc1nnc(SCC(=O)N2CCN(S(=O)(=O)c3ccccc3)CC2)[nH]c1=O,3,0%,-4,2%,-4,1%,3%,10,-4%,7%
O=C(CS(=O)(=O)Nc1ccc(F)cc1Cl)Nc1ccc(F)cc1Cl,7,-4%,25,x,6,-2%,-2%,4,39%[activator],17%
COC(=O)c1cc(-c2ccc(OC)c(OC)c2)c2c(=O)[nH]c(=O)n(C)c2n1,1,6%,0,0%,-12,18%,35%[activator],0,13%,u
CC(=O)Nc1ccc(S(=O)(=O)NNC(=O)NC23CC4CC(CC(C4)C2)C3)cc1,x,-2%,4,-2%,8,-1%,-1%,-1,0%,27%
Cc1ccccc1-c1nnc(SCC#N)o1,3,4%,5,15%,-9,-1%,3%,-2,1%,-23%
Nc1nnc(SCC(=O)N2CCc3ccccc32)n1-c1ccccc1,-2,-12%,1,-2%,11,-6%,3%,2,2%,22%

# The listing continues:
SMILES,Coupling enz,MBNL1 CUG block,TRPV1 ag,GALK inh,KCNH2 3.1 inh,A-T KAP1 phos,ASM inhibitor,hERG WT inh,CXXC DNA block,Integrin act MD
Cc1ccnc(SCc2ccc([N+](=O)[O-])cc2)n1,3,u,2,1%,3,7%,1%,19,7%,25%
O=C(NCCNC(=O)c1ccc(F)cc1)c1ccc(F)cc1,x,x,x,x,0,x,3%,9,x,-9%
Cc1nnc(SCC(=O)NC2CCCCC2)n(N)c1=O,-3,1%,-1,-1%,-15,2%,4%,1,1%,-16%[7.66 µM]
C=CCN1C(=O)S/C(=C\c2ccc3c(c2)n(C)c(=O)n3C)C1=O,1,x,0,0%,-1,-6%,14%,-3,-2%,13%
CCn1cc(NC(=O)Nc2ccccc2C(=O)OC)c(C(N)=O)n1,-18,3%,0,-2%,9,-3%,0%,-9,10%,23%[7.66 µM]
COc1cc(-c2nnc(Cn3cc(C(F)(F)F)ccc3=O)o2)cc(OC)c1OC,-1,-4%,7,-3%,5,1%,-2%,5,2%,21%
Cc1cc(Br)c(NC(=O)c2ccccc2[N+](=O)[O-])cc1C,-2,10%,0,0%,12,2%,0%,-27,12%,2%

# Source: PubChem BioAssay
